# Screening data deposited in PubChem BioAssay by Sanford-Burnham Center for Chemical Genomics.
# hIAP block = human IAP inhibitors, primary screen, biochemical, luminescence, uHTS | Intestinal-type alkaline phosphatase (Homo sapiens), P09923 | purified IAP, CDP-Star luminescence, 30 min | inhibition, % at 10 µM | actives 0.12% (n = 330,000) | AID 2544, 2010;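 active means inhibition reaching a set limit with compound at 10 µM in the primary screen, cut at about 35% in these data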;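 further: plate controls were DMSO wells with enzyme for no effect and no-enzyme buffer wells for full effect; values of inactives mirror those of a sister screen read the other way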
# Target sequence (P09923 whole entry, looked up): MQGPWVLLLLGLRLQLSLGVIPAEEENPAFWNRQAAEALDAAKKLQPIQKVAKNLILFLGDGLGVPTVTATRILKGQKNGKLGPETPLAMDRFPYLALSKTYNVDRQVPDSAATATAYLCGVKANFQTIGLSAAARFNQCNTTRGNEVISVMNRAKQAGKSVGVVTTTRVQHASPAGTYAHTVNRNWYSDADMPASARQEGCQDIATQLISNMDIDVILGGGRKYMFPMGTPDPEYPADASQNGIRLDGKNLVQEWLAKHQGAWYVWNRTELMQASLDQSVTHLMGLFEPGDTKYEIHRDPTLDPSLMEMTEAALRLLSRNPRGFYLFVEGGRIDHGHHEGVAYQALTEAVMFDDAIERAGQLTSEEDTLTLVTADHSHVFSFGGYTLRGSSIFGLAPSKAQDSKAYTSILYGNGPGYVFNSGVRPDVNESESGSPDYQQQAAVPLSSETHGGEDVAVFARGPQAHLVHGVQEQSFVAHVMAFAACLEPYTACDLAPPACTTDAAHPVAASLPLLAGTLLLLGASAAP
# hIAP activ = human IAP activators, primary screen, biochemical, luminescence, uHTS; Intestinal-type alkaline phosphatase (Homo sapiens), P09923; activation factor at 10 µM; AID 2524, 2010; purified human IAP, CDP-Star luminescence, 30 min; stronger effect = higher value; 1 = vehicle-only enzyme, 0 = enzyme-free background; actives 0.16% (n = 330,000);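 active means activation factor of the enzyme at least 2-fold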; further: the source names both 10 and 20 µM as test concentration; values of inactives mirror those of a sister screen read the other way
# MIN6 prolif = inducers of MIN6 beta-cell proliferation, primary screen, ATP luminescence, uHTS; MIN6 cells proliferation, ATPlite luminescence, 48 h; cells starved in 0.2% serum; 100% = growth in 10% serum; AID 2380, 2010; proliferation, % at 10 µM; actives 0.29% (n = 330,000);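 active means compounds whose signal lies at least 3.5 SD above the mean of all wells on their plate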;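 further: 0% = DMSO-treated cells in low-serum medium and 100% = 10% serum control; some compounds called inactive have numbers as strong as hits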
# A3A deaminase = APOBEC3A ssDNA deaminase inhibitors, primary screen, selectivity assay for APOBEC3G inhibitor project, biochemical, FAM/TAMRA oligo cleavage fluorescence | DNA dC->dU-editing enzyme APOBEC-3A (Homo sapiens), P31941 | recombinant A3A, FAM/TAMRA ssDNA deamination fluorescence | inhibition, % at 20 µM | actives 0.41% (n = 330,000) | AID 493011, 2011;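 active means at least 40% inhibition at 20 µM here, with at most 30% in a related deaminase screen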;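 further: plate controls were A3A with DMSO for no effect and wells lacking A3A enzyme for full effect; some results filed as inactive read as strong as hits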
# Target sequence (P31941 whole entry, looked up): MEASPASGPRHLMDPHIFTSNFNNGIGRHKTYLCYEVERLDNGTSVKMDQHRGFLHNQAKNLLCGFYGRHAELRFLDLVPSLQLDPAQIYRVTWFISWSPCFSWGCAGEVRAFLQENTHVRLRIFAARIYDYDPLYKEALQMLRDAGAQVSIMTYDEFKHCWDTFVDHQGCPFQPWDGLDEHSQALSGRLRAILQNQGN
# mIAP inh = inhibitors of mouse IAP, primary screen, biochemical, luminescence, uHTS; inhibition, % at 10 µM; purified mouse IAP, CDP-Star luminescence, 30 min; AID 2806, 2010; intestinal alkaline phosphatase [Mus musculus]; actives 0.2% (n = 330,000);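 active means inhibition of at least 40% at 10 µM in the primary screen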;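 further: plate controls were DMSO with enzyme for no effect and no enzyme wells for full effect; values of inactives mirror those of a sister screen read the other way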
# NR3A LBD binder = binders of NR3A ligand-binding domain, primary screen, biophysical, differential scanning fluorimetry, uHTS | Tm shift relative to glycine control, % at 25 µM | NR3A LBD differential scanning fluorimetry, Tm shift; 0% = protein alone, 100% = glycine-bound protein | AID 1259313, 2017 | actives 2.5% (n = 340,000);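 active means melting temperature shift of at least 10% of the positive control shift, at one fixed dose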
# MPTP inh = mitochondrial permeability transition pore inhibitors, primary screen, biochemical, isolated mouse mitochondria, absorbance. actives 1.4% (n = 360,000). AID 602449, 2012. Ca2+ swelling absorbance, 30 min. inhibition, % at 10 µM;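 active means inhibition of 50% or more, scaled per plate between neutral and stimulator controls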;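 further: 0% = DMSO wells given calcium and 100% = 1 mM EGTA wells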
# A3G deaminase = APOBEC3G DNA deaminase inhibitors, primary screen, biochemical, fluorescence, single-stranded DNA substrate, uHTS | recombinant A3G, ssDNA deamination FAM/TAMRA fluorescence | inhibition, % at 20 µM | actives 0.28% (n = 330,000) | AID 493012, 2011;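 active means inhibition of at least 40% at 20 µM, with no more than 30% in the related APOBEC3A deaminase screen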;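 further: plate controls were DMSO wells with A3G for no effect and wells lacking A3G enzyme for full effect; some compounds called inactive have numbers as strong as hits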
# Target sequence (Q9HC16 whole entry, looked up): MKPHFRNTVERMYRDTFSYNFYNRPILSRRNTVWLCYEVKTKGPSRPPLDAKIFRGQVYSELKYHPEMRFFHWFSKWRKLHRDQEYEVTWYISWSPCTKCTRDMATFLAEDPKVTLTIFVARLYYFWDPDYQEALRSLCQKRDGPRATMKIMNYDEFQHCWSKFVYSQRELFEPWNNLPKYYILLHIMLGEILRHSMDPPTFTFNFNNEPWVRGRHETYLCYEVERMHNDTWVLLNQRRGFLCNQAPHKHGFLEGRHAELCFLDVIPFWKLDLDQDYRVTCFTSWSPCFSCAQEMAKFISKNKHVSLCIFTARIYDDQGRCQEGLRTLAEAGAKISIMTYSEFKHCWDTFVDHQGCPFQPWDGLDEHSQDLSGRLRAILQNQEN
# mIAP activ = activators of mouse IAP, primary screen, biochemical, luminescence, uHTS | intestinal alkaline phosphatase [Mus musculus] | muIAP, CDP-Star luminescence, 30 min; stronger effect = higher value; 1 = vehicle-only enzyme signal, 0 = enzyme-free wells | activation factor at 10 µM | actives 0.24% (n = 330,000);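 active means activation factor of at least 2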; further: the source names both 10 and 20 µM as test concentration; values of inactives mirror those of a sister screen read the other way
#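 Assay system: mouse IAP enzyme / Compound: DMSO-dissolved test compounds / Timing: 30 min, room temperature / Measured by: luminescence from enzymatic CDP-Star hydrolysis / Control set: DMSO-only wells, enzyme-free buffer wells as negative control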
# The depositor's hits bear a star.
SMILES,hIAP block,hIAP activ,MIN6 prolif,A3A deaminase,mIAP inh,NR3A LBD binder,MPTP inh,A3G deaminase,mIAP activ
CCc1noc(C)c1C(=O)Nc1nc(-c2ccc(OC)cc2)cs1,-4,1,4,-3,3,1,-1.8,-6,0.97
CCOC(=O)c1c(C)oc2ccc(O)c(CN3CCCCC3)c12,-22,1.2,-2,-4,0,0,0.9,-4,1
COc1ccc(N2C(=O)CC(N(CCc3ccc(S(N)(=O)=O)cc3)C(=S)Nc3ccccc3)C2=O)cc1 (stereo unspecified),-3,1,-3,0,3,5,-0.4,-4,0.97
O=C(CCCc1c[nH]c2ccccc12)NCCc1c[nH]c2ccccc12,2,0.97,1,-5,-6,15*,2.0,-9,1.1
COc1ccc(NC(=S)Nc2ccc3snnc3c2)cc1,4,0.96,-2,1,8,28*,73*,-5,0.92
O=C(COc1ncnc2ccccc12)NCCCN1CCCC1=O,-13,1.1,3,3,-5,-1,-1.5,7,1
CCOC(=O)Cn1c(CN2CCN(c3cccc(Cl)c3)CC2)nc2c1c(=O)[nH]c(=O)n2C,4,0.96,-3,2,2,2,-2.0,5,0.98
COc1cc2[nH]c(=O)n3nc(-c4ccccc4)nc3c2cc1OC,8,0.92,0,-1,-3,0,1.9,-1,1
CCOc1ccccc1C(=O)Nc1c[nH]c(=O)[nH]c1=O,-1,1,-1,-2,14,-2,-0.3,-1,0.86
CSc1cc(-c2ccccc2)[nH]c(=O)c1C#N,5,0.95,-3,0,6,1,0.3,-4,0.94
CN(Cc1cccc(Cl)c1Cl)c1ccc(S(=O)(=O)N2CCCCC2)cc1[N+](=O)[O-],10,0.9,0,4,17,2,0.4,1,0.83
CCOc1c2ccc(C(=O)NCCc3cccs3)cc2nn1CC,-1,1,-4,-5,-11,-1,-1.0,-13,1.1

# One compound at a time (already shown). Order of values: hIAP block, hIAP activ, MIN6 prolif, A3A deaminase, mIAP inh, NR3A LBD binder, MPTP inh, A3G deaminase, mIAP activ
# Listed for `O=C(CCCc1c[nH]c2ccccc12)NCCc1c[nH]c2ccccc12` → 2, 0.97, 1, -5, -6, 15*, 2.0, -9, 1.1
# Listed for `COc1ccc(NC(=S)Nc2ccc3snnc3c2)cc1` → 4, 0.96, -2, 1, 8, 28*, 73*, -5, 0.92

# (cont.)
SMILES,hIAP block,hIAP activ,MIN6 prolif,A3A deaminase,mIAP inh,NR3A LBD binder,MPTP inh,A3G deaminase,mIAP activ
CC(C(=O)Nc1ccc2c(c1)OCO2)n1cnc2c1c(=O)n(C)c(=O)n2C (stereo unspecified),-2,1,-2,-3,-2,-2,-1.1,-7,1
COc1ccc(Nc2nc(N)c(C(=O)c3ccc(OC)cc3)s2)cc1,-11,1.1,1,-2,7,-20,0.6,-2,0.93
C=CCNC(=O)c1ccc(S(=O)(=O)CC)c(Cl)c1Cl,10,0.9,2,0,10,-2,-3.4,-5,0.91
CCCc1ccc(Oc2cn[nH]c2-c2ccc(O)cc2O)cc1,-1,1,-5,-1,8,28*,64*,-3,0.92
CC(C(=O)Nc1cccc([N+](=O)[O-])c1)N1C(=O)NC2(CCCC2)C1=O (stereo unspecified),-18,1.2,-2,-3,5,-2,0.9,-4,0.95
Cc1cccc(C(=O)OCC(=O)N2CCC(c3ccccc3)=N2)c1O,-10,1.1,0,0,0,-10,-0.4,-3,1
COc1ccc2[nH]c(=O)c(CN(CCO)C(=O)c3cccs3)cc2c1,4,0.96,-2,1,1,-4,0.9,-1,0.99
O=C(Nn1c(-c2ccc(Br)cc2)nc2ccccc2c1=O)c1ccc([N+](=O)[O-])cc1,-13,1.1,-4,4,0,1,10,-3,0.99
CC1(C)Cc2c(C#N)c(N)n(-c3ccccc3)c(=S)c2CO1,9,0.91,-1,-2,12,2,1.8,3,0.88
C[C@H](CO)N1C[C@H](C)[C@@H](CN(C)Cc2ccc(C(=O)Nc3ccccc3N)cc2)Oc2c(NC(=O)C3CCCCC3)cccc2C1=O,6,0.94,-3,-5,-5,-4,-0.6,-5,1.1
O=C(NCc1ccccn1)C1CCC(CNS(=O)(=O)c2cccc3nsnc23)CC1 (stereo unspecified),-5,1.1,0,-9,-13,-1,2.2,-5,1.1
Cc1onc(-c2ccccc2Cl)c1C(=O)Nc1ccc(CN2CCCC2)cc1,11,0.89,1,-3,-1,0,1.0,-6,1

# A few values from above:
# `CC(C(=O)Nc1cccc([N+](=O)[O-])c1)N1C(=O)NC2(CCCC2)C1=O` (stereo unspecified) – MPTP inh: 0.9
# `O=C(NCc1ccccn1)C1CCC(CNS(=O)(=O)c2cccc3nsnc23)CC1` (stereo unspecified) – hIAP activ: 1.1
# `COc1ccc2[nH]c(=O)c(CN(CCO)C(=O)c3cccs3)cc2c1` – MPTP inh: 0.9
# `CCCc1ccc(Oc2cn[nH]c2-c2ccc(O)cc2O)cc1` – MPTP inh: 64*

# The listing continues:
SMILES,hIAP block,hIAP activ,MIN6 prolif,A3A deaminase,mIAP inh,NR3A LBD binder,MPTP inh,A3G deaminase,mIAP activ
FC(F)(F)c1ccc(NC2=NCCC2)cc1,-4,1,-3,-3,-7,-2,-1.2,-13,1.1
COc1cc(NC2=CC(=O)CC(C)(C)C2)cc(OC)c1OC,-13,1.1,-2,-3,6,-1,-0.3,-3,0.94
CCCN1CCC(=O)N([C@H](CSc2ccc(OC)cc2)CC(C)C)CC1,0,1,-2,1,1,-2,-1.1,-1,0.99
CC(=O)NC1C(=O)N=C(SCC(=O)NCc2ccccc2)NC1=O (stereo unspecified),-9,1.1,-1,2,6,4,-0.9,-2,0.94
Cc1ccc(CNC(=O)C2CCCN(c3ncnc4c3nc3n4CCCCC3)C2)cc1 (stereo unspecified),5,0.95,14*,-3,5,-2,0.6,-6,0.95
Cc1c(O)nc(SCC(=O)Nc2nccs2)n(-c2ccccc2F)c1=O,-11,1.1,-1,-1,9,6,0.1,-3,0.91
O=C(Cc1ccc(Br)cc1)NCCCn1ccnc1,-21,1.2,-2,0,2,-2,-0.4,1,0.98
Cc1ccc(C2C(C#N)=C(N)Oc3cc4c(cc32)OCO4)cc1 (stereo unspecified),9,0.91,3,-2,-4,-14,-2.3,-2,1
Cc1ccc(CNC(=O)CSc2nc3ccccc3[nH]2)cc1,-4,1,2,-1,8,0,0.2,-3,0.92
COc1ccc(-c2nc3ccccc3c(=O)n2CCCn2ccnc2)cc1,-8,1.1,-2,-2,0,-1,0.5,-6,1
CC1CC(C)(C)CC2(C1)NC(=O)N(CC(=O)N1CCN(S(=O)(=O)c3cccc(F)c3)CC1)C2=O (stereo unspecified),4,0.96,-5,2,-2,2,0.0,-2,1
O=C(Cn1ncc2c([nH]c3ccccc32)c1=O)N1CCc2ccccc2C1,-19,1.2,2,2,0,-3,-0.3,6,1
CC(=O)OC(COc1cccc(C)c1)Cn1cnc2ccccc21 (stereo unspecified),-7,1.1,-2,-4,1,1,0.7,-14,0.99
Cc1cccc(C)c1N1C(=O)C2ON(c3ccccc3)C(c3ccncc3)C2C1=O (stereo unspecified),-22,1.2,-3,-1,-14,-2,1.5,-5,1.1
O=C1CCC/C1=C\c1ccccc1,-13,1.1,3,4,0,1,0.8,-7,1
Cc1c(Br)cc(-c2nnco2)cc1Br,-1,1,-1,3,-1,-1,-1.4,-6,1
CCCC(=O)OCC(=O)Nc1ccccc1Sc1ccccc1,-11,1.1,0,-2,5,10,1.7,-5,0.95
COc1ccc(S(=O)(=O)N2CCC(C(=O)N3CCOCC3)CC2)cc1OC,-17,1.2,-2,-2,-1,-2,-0.3,5,1
O=C(c1ccccc1F)N1CCN(c2ccccc2F)CC1,4,0.96,1,-1,13,12*,-0.1,-4,0.87
CCOC(=O)c1ccccc1NC(=O)c1ccc(NS(C)(=O)=O)cc1,7,0.93,-1,-5,-9,-45,1.1,-4,1.1
O=C(COC(=O)c1ccccc1NCCO)NCCc1ccccc1,12,0.89,-5,3,-4,1,-0.2,-3,1
CC(=O)N1CCN(c2ccc(NC(=O)c3cccc(OCc4ccccc4)c3)cc2)CC1,18,0.82,-3,1,-8,-14,-3.1,-3,1.1
CC1(c2ccc(Cl)cc2)NC(=O)N(CC(=O)NC2CCCCC2)C1=O (stereo unspecified),-4,1,-1,4,-4,1,-0.6,9,1
O=C1c2ccccc2NC(c2ccc(Br)o2)N1O (stereo unspecified),10,0.9,-6,2,-1,-1,0.9,2,1
CCN1C(=O)c2cccc3c(S(=O)(=O)NCC4CCCO4)ccc1c23 (stereo unspecified),-5,1.1,-2,4,5,0,-0.1,-1,0.95
CCn1c(=N)n(CCOc2ccc(OC)cc2)c2ccccc21,-8,1.1,-1,-2,-2,0,5.0,-10,1
CCOC(=O)c1c(C)c(C(=O)N(C)C2CCCCC2)c(C)n1C,33,0.67,-1,0,4,0,-2.0,-3,0.96
Cc1ccc(C)c(Nc2nn3c(=O)c4ccc(C(=O)NCc5cccnc5)cc4nc3s2)c1,-9,1.1,-3,1,1,-2,0.4,4,0.99
COC(=O)c1cccc(NC(=S)Nc2ccc(Cl)c(Cl)c2)c1,13,0.87,-6,2,-13,23*,80*,-7,1.1
CC1NC(=S)N(C2CCCCC2)C1=O (stereo unspecified),0,1,-1,-1,-1,2,-0.1,-4,1
COc1ccc(NS(=O)(=O)c2cccc(NC(=O)NCCCl)c2)cc1,-4,1,-3,-5,-13,-3,8.1,-10,1.1
CSc1cccc(NC(=O)CNC(=O)C2CCCCC2)c1,2,0.98,11*,-5,2,-1,0.6,-5,0.98
c1ccc(OCc2ccc(CCCN3CCOCC3)cc2)cc1,6,0.94,-4,-2,2,3,-0.4,-9,0.98
Cc1cc(NC(=O)CSc2nnc(-c3ccoc3C)o2)no1,2,0.97,-2,-4,-1,-2,0.9,-6,1
CCCNc1nc2nc3ccccn3c(=O)c2cc1C(=O)NCCN1CCOCC1,10,0.9,-2,0,4,-4,-0.5,-9,0.96
Cc1c(CC(=O)O)c(=O)oc2c(C)c(OCc3ccc(F)cc3F)ccc12,-2,1,0,3,2,-3,-0.8,-4,0.98
CC(C)Cc1ccc(CN2CCCC(NC(=O)c3cccc(-n4cnnc4)c3)C2)cc1 (stereo unspecified),4,0.96,-5,-2,-9,-2,-1.0,-4,1.1
CCOC(=O)COc1cc(Br)c(/C=N/Nc2ccccc2)cc1OC,16,0.84,0,-2,3,-23,-2.4,-2,0.97
COc1ccc(/C=C/C(=O)c2ccc(NC3=NCCCS3)cc2)cc1OC,12,0.88,-5,-1,15,-16,3.8,-8,0.85
O=C(NCc1ccccc1)c1nc[nH]c1C(=O)N1CCc2ccccc2C1,-9,1.1,-7,-1,9,0,-0.1,-9,0.91
CCN1CCN(C(c2ccc(F)cc2)c2nnnn2Cc2cccs2)CC1 (stereo unspecified),11,0.89,2,-1,2,1,-1.2,0,0.98
O=C(CSc1nc2ccccc2c(=O)n1-c1ccccc1)NCc1ccco1,-22,1.2,-2,0,9,-5,-1.6,2,0.91
Cc1ccnc(-n2c(C)cc(/C=N/NC(=O)COc3cccc4cccnc34)c2C)c1,-10,1.1,-1,-3,-4,0,1.7,-8,1
